Screening data: PubChem BioAssay, Sanford-Burnham Center for Chemical Genomics
tim23-1 inh – tim23-1 yeast growth inhibition; S. cerevisiae tim23-1 growth, BacTiter-Glo luminescence, 24 h; 1.3% of 330,000 active; inhibition, % at 20 µM; AID 463212;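 active = growth inhibition of the mutant yeast at or above 50%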;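 note: temperature-sensitive mutant grown at 25 °C; plate controls were DMSO-treated mutant yeast for no effect and medium wells lacking yeast for full effect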
APJ antagonist – blocks the human apelin receptor APJ; P35414; CHO-K1 APJ beta-arrestin complementation, luminescence; inhibition, % at 20 µM; 0.32% of 330,000 active;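 active = inhibition above about 40% at 20 µM, limit read from the data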;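 note: cells challenged with 10 nM apelin-13 agonist together with compound; plate controls were apelin-13 plus DMSO wells for no effect and DMSO wells lacking apelin-13 for full effect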
Target sequence (P35414 whole entry, looked up): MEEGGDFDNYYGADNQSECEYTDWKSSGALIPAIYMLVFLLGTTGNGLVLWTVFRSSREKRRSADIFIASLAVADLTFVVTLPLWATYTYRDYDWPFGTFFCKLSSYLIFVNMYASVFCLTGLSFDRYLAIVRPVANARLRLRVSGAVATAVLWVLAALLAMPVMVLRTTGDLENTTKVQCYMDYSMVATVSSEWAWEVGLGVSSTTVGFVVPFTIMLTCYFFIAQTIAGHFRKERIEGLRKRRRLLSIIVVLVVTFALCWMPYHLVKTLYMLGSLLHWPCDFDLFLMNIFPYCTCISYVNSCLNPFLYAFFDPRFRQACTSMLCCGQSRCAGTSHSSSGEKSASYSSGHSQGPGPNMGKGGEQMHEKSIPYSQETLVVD
XBP1 UPR activ – adaptive UPR (XBP1) activation | activation, % at 20 µM | CHO-XBP1 luciferase reporter, IRE1-XBP1 UPR activation, luminescence; percent of tunicamycin response, DMSO as zero | 0.33% of 330,000 active;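 active = versus positive control, 20 µM dose yields 30% or more activation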;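 note: 100% = tunicamycin at 10 µg/mL and 0% = DMSO only wells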
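Material – CHO cell line with stable XBP1 luciferase reporter · Buffer or medium – F12 plus 10% FBS · Compound – single point, 20 µM final compound, 1% DMSO · Schedule – 16-18 h cell attachment at 37 °C, then 6 h compound exposure · Signal – Steady-Glo luminescence read · Benchmarks – high control tunicamycin 10 µg/mL final, low control DMSO vehicle only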
UPR CHOP act – activators of apoptotic arm of unfolded protein response (CHOP). CHO-CHOP luciferase reporter, UPR activation, luminescence; percent of tunicamycin response over DMSO baseline. activation, % at 10 µM. 0.34% of 330,000 active. AID 449763;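 active = at 10 µM dose, activation of 40% or more, normalized to positive control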;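 note: 100% = tunicamycin at 10 µg/mL and 0% = DMSO alone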
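Test system: CHO CHOP reporter cells. Input: 500 CHO-CHOP cells per well. Medium: F12 with 10% FBS. Technique: luciferase luminescence. Measure: percent activation relative to tunicamycin control. Dosing: 10 µM compound, 0.5% DMSO. Timing: 16-18 h cell attachment, then 6 h compound exposure, 37 °C.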
EBI2 block – blocks human EBI2 receptor beta-arrestin signaling. inhibition, % at 5 µM. EBI2 beta-arrestin recruitment, luminescence, 7a,25-OHC stimulated. 0.81% of 360,000 active. AID 651636; in the data active = inhibition above about 38%;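 note: enzyme fragment complementation signal reports receptor beta-arrestin coupling in cells; 0% = agonist plus DMSO wells and 100% = wells without agonist; some results beyond the cut were filed as inactive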
Target sequence (P32249 whole entry, looked up, the tested form may be a part): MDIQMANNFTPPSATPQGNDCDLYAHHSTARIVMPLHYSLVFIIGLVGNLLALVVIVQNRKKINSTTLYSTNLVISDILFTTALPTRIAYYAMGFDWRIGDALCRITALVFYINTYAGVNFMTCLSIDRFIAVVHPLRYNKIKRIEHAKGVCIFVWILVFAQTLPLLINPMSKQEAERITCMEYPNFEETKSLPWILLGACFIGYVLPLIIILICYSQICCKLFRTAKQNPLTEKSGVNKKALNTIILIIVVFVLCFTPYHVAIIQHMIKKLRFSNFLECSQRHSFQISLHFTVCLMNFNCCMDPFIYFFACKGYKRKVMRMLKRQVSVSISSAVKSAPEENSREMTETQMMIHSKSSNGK
Mdm2 MdmX PPI – human Mdm2/MdmX binding inhibition; SaOS-2 split-luciferase Mdm2/MdmX complementation, luminescence; 3% of 330,000 active; inhibition, % at 8 µM; O15151+Q00987;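 active = inhibition of at least 50% at 8 µM in the primary screen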
CCR6 antagonist – CCR6 (human) receptor antagonism; CHO-K1 CCR6 PathHunter beta-arrestin, luminescence, CCL20-stimulated; inhibition, % at 20 µM; 0.49% of 340,000 active; P51684;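 active = compounds whose inhibition of the agonist-driven luminescence signal at 20 µM reaches about 50%, limit read from the data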;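 note: cells stimulated with CCL20 at 14 nM final; plate controls were DMSO with CCL20 for no effect and DMSO without agonist for full effect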
CXCR6 inh – CXCR6 (human) receptor inhibition; O00574; CHO-K1 PathHunter CXCR6 beta-arrestin, luminescence; inhibition, % at 20 µM; 0.36% of 360,000 active; in the data active = inhibition above about 34%, passing the limit was not always enough;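 note: antagonist mode with CXCL16 agonist at 10 nM final; 0% = 10 nM CXCL16 with DMSO and 100% = unstimulated wells without agonist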
APJ ag – activates the human apelin receptor APJ; P35414; CHO-K1 APJ PathHunter beta-arrestin, luminescence; 0% DMSO wells, 100% apelin; activation, % at 20 µM; 0.11% of 330,000 active; AID 2520;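 active = activation more than six SD over the plate average, tested at 20 µM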;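 note: 0% = DMSO alone and 100% = apelin-13 at 10 nM; some results filed as inactive read as strong as hits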
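Assay system: engineered CHO-K1 APJ arrestin reporter cells; Amount: 1000 CHO-K1 reporter cells seeded per well; Dosing: one dose, 20 µM compound, 1% DMSO; Times: compound stimulation 90 min at 25 °C, detection 60 min; Measured by: luminescent beta-gal fragment complementation, chemiluminescent substrate; Read-out: APJ–arrestin association signal; Controls: DMSO vs Apelin-13 10 nM.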
* marks the source's active call; other numbers are inactive results; nt = no result given. The list is partial; rates above refer to the full screens.

SMILES | tim23-1 inh | APJ antagonist | XBP1 UPR activ | UPR CHOP act | EBI2 block | Mdm2 MdmX PPI | CCR6 antagonist | CXCR6 inh | APJ ag
CC1CCN(c2nc3c(=O)[nH]c(N)nc3n2[C@@H]2O[C@H](CO)[C@@H](O)[C@H]2O)CC1 | 6 | -4 | 1 | -0.7 | 5 | 11 | 5 | -2 | -2
Nc1nc(COc2ccccc2C=O)nc(Nc2ccccc2)n1 | 26 | -3 | 0 | 1.6 | -10 | 11 | 6 | 0 | 0
CC1CCN(c2ccc(C(=O)O)cc2NS(=O)(=O)c2ccc(Br)cc2)CC1 | 12 | 10 | -2 | -0.6 | -24 | -10 | 6 | 1 | nt
O=C1N2CCSC2=NC1(Nc1ccccn1)C(F)(F)F (configuration not stated) | 12 | -20 | 0 | -5.4 | 0 | 2 | -1 | 1 | -1
CCN(CC)C(=O)c1ccc2c3c(cccc13)C(=O)N(CCc1ccc(OC)c(OC)c1)C2=O | 27 | -10 | 0 | 1.2 | -6 | 28 | 3 | -4 | 3
CCn1c(SCC(=O)NC(C)(C)C)nnc1-c1ccoc1C | 7 | -2 | 0 | 1.0 | -1 | 4 | -2 | 0 | -1
Cc1ccc(S(=O)(=O)CC(=O)c2ccc(C(C)(C)C)cc2)cc1 | 20 | 7 | 9 | 1.7 | 9 | 8 | 5 | -23 | -1
CC(=O)C1=C(O)C(=O)N(CCc2ccccc2)C1c1ccccc1[N+](=O)[O-] (configuration not stated) | 18 | -5 | 0 | 1.6 | 4 | 2 | 8 | 2 | 5
COc1ccccc1N1CCN(C(=O)N2CCOCC2)CC1 | 3 | 12 | 1 | -2.6 | 3 | -12 | -8 | 9 | -4
Cc1cccc(-c2noc(CCCOc3ccc(Cl)cc3Cl)n2)c1 | 5 | 3 | -2 | -1.3 | 9 | -8 | 3 | -3 | -1
CC(=O)N1c2ccccc2[C@@H](C)[C@@H]1C | 10 | 0 | 0 | -0.6 | -6 | 14 | -4 | -2 | -1
CC1(C)NS(=O)(=O)Oc2ccccc21 | 4 | 8 | 0 | -0.1 | 6 | 15 | -4 | -13 | -3
O=C(c1cccs1)n1nc(-c2ccccc2)nc1NCc1ccc(F)cc1 | 16 | 21 | -2 | 1.6 | 2 | -15 | 9 | 7 | -1
O=c1c2ccccc2nc(COc2ccccc2)n1/N=C/c1cc([N+](=O)[O-])ccc1O | 49 | 1 | -1 | 0.8 | 12 | 25 | 19 | 9 | -1
COc1ccccc1C(=O)Nn1c(C2CCC2)nc2ccccc2c1=O | 38 | 11 | 0 | -0.3 | 3 | -8 | 1 | -7 | -2
Cc1cc(Oc2ccccc2)nc(SCC(=O)Nc2ccc(Cl)c(Cl)c2)n1 | 19 | 4 | -2 | -0.1 | 2 | 1 | -13 | -3 | -1
Cc1cc(Cl)ccc1C(=O)C1CCCN(C(=O)c2cscn2)C1 (configuration not stated) | -3 | 7 | 1 | -0.5 | -9 | 12 | 5 | 7 | -1
COCCCNC(=O)C1CCC(CNS(=O)(=O)c2ccc(Cl)cc2)CC1 (configuration not stated) | 5 | 6 | -2 | 1.0 | 6 | 13 | 0 | 4 | -4
CC(=O)Nc1ccc(N=Cc2ccc[nH]2)cc1 | -11 | -1 | -3 | 0.3 | 7 | 9 | 5 | -2 | 1
Cc1c(Cl)cccc1NC(=O)N1CCN(C(=O)c2ccco2)CC1 | -12 | 10 | -4 | -2.5 | 10 | 15 | 5 | -2 | -7

Copied from the list:
tim23-1 inh with CCn1c(SCC(=O)NC(C)(C)C)nnc1-c1ccoc1C stands at 7
APJ ag with Cc1cc(Cl)ccc1C(=O)C1CCCN(C(=O)c2cscn2)C1 (configuration not stated) stands at -1
APJ antagonist with O=C1N2CCSC2=NC1(Nc1ccccn1)C(F)(F)F (configuration not stated) stands at -20

Continuation.
SMILES | tim23-1 inh | APJ antagonist | XBP1 UPR activ | UPR CHOP act | EBI2 block | Mdm2 MdmX PPI | CCR6 antagonist | CXCR6 inh | APJ ag
COc1ccc(C2CC(c3ccc(F)cc3)=NN2c2ccccc2)cc1OC (configuration not stated) | 32 | -55 | 0 | 4.0 | 6 | -19 | 2 | -1 | 2
COc1ccccc1N1CCN(C(=O)CSc2nnc(NC(=O)c3ccco3)s2)CC1 | 16 | -6 | 1 | -0.7 | 13 | -9 | 7 | -3 | -7
CCC(=O)c1ccc(OCC(=O)OC(C)C(=O)N2CCc3ccccc32)cc1 (configuration not stated) | 23 | 3 | -1 | 0.9 | -9 | 7 | 3 | 7 | 1
O=C(NCc1ccccc1)c1ccc(Br)o1 | 12 | 10 | 2 | 1.2 | -18 | 23 | -7 | -4 | 6
COC(CNC(=O)C1CCC(CNS(=O)(=O)c2c(C)cc(C)cc2C)CC1)OC (configuration not stated) | 4 | 12 | 4 | -1.3 | -14 | 7 | 0 | -7 | 0
Cc1noc(/C=C/N(C)C)c1S(=O)(=O)N(C)Cc1ccc(F)cc1 | 33 | 14 | -2 | 0.9 | 10 | 15 | 15 | 20 | -2
Cc1ccc(NC(=O)N2CCCC2C(=O)NCC2CCCO2)cc1 (configuration not stated) | 4 | 20 | -2 | 1.2 | -9 | 25 | 11 | -3 | -2
O=C(NC(=S)Nc1ccccc1O)c1ccccc1Cl | 19 | 31 | 3 | 3.1 | 9 | -4 | 34 | 20 | -2
COCCCN1C(=O)c2ccc(C(=O)Nc3ccccc3OC)cc2C1=O | 8 | 13 | 1 | 0.5 | 8 | 19 | 1 | -2 | 1
O=C(N/N=C/c1ccco1)c1ccc(OCc2ccccc2)cc1 | 10 | 3 | -6 | -1.1 | 2 | -12 | -5 | 0 | 3
Nc1nc(SCC(=O)NCCC(c2ccccc2)c2ccccc2)n[nH]1 | 8 | 5 | -3 | -4.1 | nt | 4 | 2 | nt | 2
CCCOc1cccc(NC(=O)c2c(-c3ccccc3)noc2C)c1 | 23 | 5 | 2 | 0.4 | 0 | -7 | 20 | 4 | -2
CCOc1ccc(-c2cccc(NC(=O)c3ccco3)c2)nn1 | 54* | 11 | -3 | 0.0 | -8 | 25 | 4 | 0 | -1
O=C(/C=C/c1ccco1)NCC(=O)N/N=C/c1ccccc1[N+](=O)[O-] | 12 | 0 | 2 | 0.9 | -1 | -8 | 6 | -3 | -2
O=C(O)c1ccccc1-c1ccccc1C(=O)Nc1ccccc1Br | -7 | -2 | -2 | 0.8 | -5 | 5 | -10 | 4 | 3
COc1ccc(CCNC(=O)c2ccccc2-c2ccccc2C(=O)O)cc1OC | 10 | -9 | -6 | 1.1 | -8 | -1 | -4 | 5 | -1
COc1ccccc1NC(=O)COc1ccc(-c2nn(C)c(=O)c3ccccc23)cc1 | 20 | -3 | 5 | -1.7 | -7 | 38 | 4 | -3 | -1
CN1CCN(c2ccccc2NC(=O)c2ccc(-c3ccccc3[N+](=O)[O-])o2)CC1 | 24 | -108 | -1 | 0.7 | 6 | 22 | 14 | 0 | 8
Cc1ccc(NN=Nc2nc3c([nH]2)c(=O)n(C)c(=O)n3C)cc1 | 14 | -19 | 0 | 2.4 | 4 | -16 | 4 | -6 | 3
C=CCn1c(SCC(=O)NC(=O)NCCC)nnc1C1CCCCC1 | 14 | 16 | 0 | 1.0 | -7 | -15 | -7 | -1 | -8
Cc1nnsc1-c1nnc(SCC(=O)c2ccc(F)cc2)n1C1CC1 | -17 | 9 | 1 | 2.2 | 3 | 20 | 7 | 4 | -1
CCOC(=O)c1ccc(OCC2NCCc3cc(OC)c(OC)cc32)cc1 (configuration not stated) | 27 | -24 | 0 | 0.0 | -2 | 12 | 10 | 4 | 3
COc1ccc(CC(=O)NCc2n[nH]c(=S)n2-c2ccccc2)cc1 | -6 | -4 | -2 | -0.7 | -2 | 23 | -16 | 0 | -3
CCN=C1SC(CC(=O)Nc2ccc3c(c2)OCO3)C(=O)N1CC (configuration not stated) | 12 | 1 | 5 | 2.4 | 3 | -17 | 3 | -13 | -3
Fc1ccccc1-c1csc(=Nc2cccnc2)n1CC1CCCO1 (configuration not stated) | 29 | 19 | 0 | 2.7 | -3 | 9 | 8 | 2 | -1
CCc1ccc(NC(=O)N(Cc2ccco2)C(C)c2cccs2)cc1 (configuration not stated) | 30 | 8 | -3 | -1.3 | 6 | 25 | 20 | 10 | -5
CCOC(=O)C1CCCN(c2cc(=O)n(C3CCCCC3)c(=O)[nH]2)C1 (configuration not stated) | 18 | -8 | -1 | -1.8 | -15 | -11 | -2 | -4 | -1
Cc1nc(NC(=O)C2CC2)sc1C(=O)Nc1cccc(Cl)c1 | 7 | -2 | 2 | -1.5 | 0 | 16 | 12 | -32 | -4
CCNC(=O)NC(=O)CSc1ccc(S(=O)(=O)N(C)C2CCCCC2)cn1 | 29 | 6 | -3 | 1.8 | 8 | -20 | 1 | -19 | 1
COc1ccc(C(=O)C2CCCN(C(=O)c3n[nH]c4c3CCCC4)C2)cc1OC (configuration not stated) | 16 | -2 | -1 | -0.2 | -2 | 20 | 9 | -2 | 5
CCCc1cc(=O)[nH]c(SCC(=O)Nc2ccc(C)c(S(=O)(=O)N3CCCCC3)c2)n1 | 21 | 23 | -4 | -1.2 | 2 | 20 | 8 | 0 | -2

Random excerpt: four compounds from above.
SMILES | tim23-1 inh | APJ antagonist | XBP1 UPR activ | UPR CHOP act | EBI2 block | Mdm2 MdmX PPI | CCR6 antagonist | CXCR6 inh | APJ ag
Cc1nc(NC(=O)C2CC2)sc1C(=O)Nc1cccc(Cl)c1 | 7 | -2 | 2 | -1.5 | 0 | 16 | 12 | -32 | -4
CCCc1cc(=O)[nH]c(SCC(=O)Nc2ccc(C)c(S(=O)(=O)N3CCCCC3)c2)n1 | 21 | 23 | -4 | -1.2 | 2 | 20 | 8 | 0 | -2
CCOC(=O)c1ccc(OCC2NCCc3cc(OC)c(OC)cc32)cc1 (configuration not stated) | 27 | -24 | 0 | 0.0 | -2 | 12 | 10 | 4 | 3
COc1ccc(C(=O)C2CCCN(C(=O)c3n[nH]c4c3CCCC4)C2)cc1OC (configuration not stated) | 16 | -2 | -1 | -0.2 | -2 | 20 | 9 | -2 | 5

Only XBP1 UPR activ and Mdm2 MdmX PPI, for some of the entries so far:
compound	XBP1 UPR activ	Mdm2 MdmX PPI
CCCc1cc(=O)[nH]c(SCC(=O)Nc2ccc(C)c(S(=O)(=O)N3CCCCC3)c2)n1	-4	20
CCc1ccc(NC(=O)N(Cc2ccco2)C(C)c2cccs2)cc1 (configuration not stated)	-3	25
